HSF1 inhib: HSF1 inhibition | actives 0.77% (n = 300,000) | activity change, negative = inhibition, % at 7.5 µM (by protocol) | NIH3T3-HGL HSE-luciferase, MG132-induced, luminescence 8 h; hits give low values;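 active = more than half of replicate wells show activity change below -50%, luminescence cut by over half; inconclusive = some wells, but at most half, below -50%; inactive = no replicate well below -50%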;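 note: luciferase reports HSF-1 transcriptional activity via heat shock element; 0% = median of DMSO wells and -100% = zero luminescence signal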
KLF5 inhibitor: inhibitors of KLF5 expression. DLD-1 KLF5 promoter-luciferase reporter, luminescence. inhibition, % at 5 µM. actives 0.23% (n = 290,000);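 active = inhibition above a per-plate limit of that plate's mean compound inhibition plus 3 SD, cut at about 60% in these data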;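 note: 0% = DMSO wells and 100% = LY294002 at 200 µM; higher means less KLF5 promoter-driven luciferase light; inactives centre near -14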
SKKanGAS inh: inhibitors of SKKanGAS S. pyogenes growth in kanamycin (SK-promoter or general growth effect) | inhibition, % at 7.5 µM | AID 1662 | actives 1.3% (n = 300,000) | BacTiter-Glo, 6 h;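 active = mean replicate score, as percent of positive control median, at least 50; inconclusive = mean below 50 but one replicate at or above 50; inactive = mean and every replicate below 50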;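 note: strain carries kanamycin resistance gene driven by streptokinase promoter and grows in 40 µg/ml kanamycin; loss of luminescence reflects streptokinase promoter inhibition or plain growth inhibition; 0% = median of DMSO wells and 100% = positive control at its reference dose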
HSP90 inh: blocks HSP90-mediated luciferase refolding in reticulocyte lysate; inhibition, % at 5.6 µM; actives 0.91% (n = 290,000); Rabbit reticulocyte lysate, luciferase refolding luminescence, 3 h;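 active = inhibition above the screen-wide mean plus 3 SD, computed separately per campaign, cut at about 16% in these data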;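 note: 0% = DMSO wells and 100% = 60 µM geldanamycin wells; inhibitors lower the luminescence because luciferase stays unfolded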
Platelet DG rel: platelet dense granule release activity; AID 1663; actives 0.22% (n = 300,000); inhibition, %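 (compounds screened at 7.5 µM in platelet-rich plasma)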; human platelet-rich plasma, SFLLRN dense granule ATP release, luminescence;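 active = mean replicate score, as percent of positive control, at or above 50; inconclusive = mean below 50 but at least one replicate at or above 50; inactive = mean and every replicate below 50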
IEC-6 cytotox: IEC-6 cytotoxicity, counter-screen for KLF5 inhibitors; inhibition, % at 5 µM; actives 0.78% (n = 290,000); luminescence viability; in the data active = inhibition above about 22%;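 note: 0% = plate median of test compound wells and 100% = cytotoxic reference compound wells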
HIF act: HIF pathway transcriptional activation; U2OS HRE-luciferase reporter, luminescence; normalized: DMSO 0%, desferrioxamine 100%; actives 0.32% (n = 300,000); activation, % at 7.5 µM (by protocol);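 active = mean activation of at least 10% of the iron chelator positive control signal, with at least half of replicates also reaching 10%; inconclusive = mean and replicate majority disagree about reaching 10%; inactive = mean and most replicates under 10%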
aSyn UTR inh: 5' untranslated region of α-synuclein, MLPCN primary screen; alpha-synuclein 5'UTR reporter, inhibitor activity; inhibition, % (tested at 7.5 µM); actives 0.82% (n = 300,000); AID 1813; in the data active = inhibition above about 60%; inconclusive = no clear call, values can overlap the other calls;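 note: H4 neuroglioblastoma cells stably carrying SNCA 5'UTR luciferase fusion; 0% = DMSO wells and 100% = positive control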
HSF1 activator: increases HSF-1 driven luciferase reporter signal; NIH3T3-HGL HSF-1 luciferase reporter, MG132, 8 h; 100% = twice DMSO control signal; activation, % at 9 µM; actives 1.7% (n = 300,000); AID 504408;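 active = mean replicate activation of at least 50% with a set share of replicates each reaching 50%; inconclusive = only one of those two conditions met; inactive = mean below 50% and too few replicates reaching it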;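 note: 0% = median of the neutral control wells and 100% = twice that signal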
AI-2 QS modul: Vibrio harveyi AI-2 quorum sensing modulation | Vibrio harveyi JMH597 AI-2 luminescence/OD600 ratio, 9 h; hits give low values; strain lacks LuxN and CqsS sensors; 0 = neutral-control median | activity change, % at 7.5 µM | actives 0.4% (n = 300,000) | AID 2094; in the data active = activity change below about -75%, passing the limit was not always enough; inconclusive = no clear call, values can overlap the other calls;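 note: luminescence divided by OD600 gain over 9 h not by final OD600 alone; inactives centre near 13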
* hit, by the source's call; ? = inconclusive; nt = not tested or not shown.

SMILES | HSF1 inhib | KLF5 inhibitor | SKKanGAS inh | HSP90 inh | Platelet DG rel | IEC-6 cytotox | HIF act | aSyn UTR inh | HSF1 activator | AI-2 QS modul
CCNC(=S)N1CCN(c2ccc([N+](=O)[O-])cc2)CC1 | 1 | 8 | -12 | 2 | -2 | 2 | 0.2 | 12 | 2 | -16
COC(=O)C1=NNC2(C)C(=O)N(c3ccc(C)cc3)C(=O)C12 (stereo unspecified) | -3 | 9 | -9 | 1 | -2 | -1 | -0.3 | 18 | 4 | 10
COc1ccccc1NC(=O)Cn1c(CCC(=O)O)ccc1-c1ccc(C)cc1 | 12 | -17 | 1 | -2 | -1 | -6 | 0.1 | -20 | 21 | 20
Cn1ccnc1SC(C(=O)O)c1ccccc1 (stereo unspecified) | -5 | -17 | 2 | -3 | -1 | -5 | -0.6 | -13 | -7 | 9
Cc1c(C(=O)O)nn(-c2ccccc2)c(=O)c1C#N | -4 | -13 | 1 | 0 | 31 | 1 | -0.1 | 4 | 1 | 11
CCC(C)[C@H]1CNC(=S)N1CCc1cc(C(F)(F)F)cc(C(F)(F)F)c1 (stereo partly specified) | -1 | -20 | 21 | 10 | -1 | 7 | 0.0 | 19 | 2 | 12
OCCC1CN(Cc2cccc(F)c2F)CCN1CCc1ccccc1 (stereo unspecified) | -1 | -13 | -1 | -4 | 7 | 4 | 2.0 | 2 | 4 | 6
O=C(Nc1nc(-c2ccc3c(c2)Cc2ccccc2-3)cs1)c1ccccc1 | -3 | 0 | 29 | -1 | -3 | 2 | -0.4 | -6 | 5 | 15
COC(=O)c1ccccc1NC(=O)c1cccc(NC(=O)c2ccc(Br)o2)c1C | 10 | -42 | -2 | 2 | 4 | 2 | -0.2 | 32 | -4 | 1
CCOC(=O)CSc1nnc(-c2ccc(NS(=O)(=O)c3ccc(C)cc3)cc2)o1 | 1 | -11 | -6 | 2 | -8 | -1 | 0.5 | 7 | -1 | 34
O=C(NNc1ncc(C(F)(F)F)cc1Cl)c1ccc(Cl)c(Cl)c1 | 4 | -22 | 15 | 0 | -12 | 4 | -0.4 | -2 | 1 | 13
CCOc1ccc(CCNC(=O)c2ccc(CS(=O)Cc3cccc(Cl)c3)o2)cc1 (stereo unspecified) | 9 | -22 | -1 | -2 | -5 | 0 | -0.2 | 9 | 3 | 8
CCOC(=O)c1c(-c2ccc(C)o2)csc1NC(=S)NC(=O)N(C)C | 42 | 13 | -9 | 2 | -6 | 3 | -0.1 | -35 | 56* | -9
NC1=NC[C@H](Cc2ccc(O)cc2)N1CCCCC1CCCCC1 | -5 | nt | 21 | nt | -9 | nt | -3.4 | -7 | -3 | 22
CC1(C)NC(=O)N(CNc2cc(Cl)ccc2Cl)C1=O | 5 | -16 | 3 | 3 | 3 | -9 | -0.1 | -1 | 15 | 24
COC(=O)c1[nH]c2ccc(F)cc2c1NS(=O)(=O)c1ccc(OC)cc1 | -4 | 53 | -3 | -1 | -2 | 52* | -0.2 | 100* | -14 | 20
COC(=O)/C=C/c1ccc(OC(=O)OC)c(OC(=O)OC)c1 | 9 | -92 | -2 | -3 | -4 | 2 | 0.7 | -36 | 31 | 9
CCCn1c(SCC(=O)Nc2nnc(C(C)C)s2)nc2c1c(=O)n(C)c(=O)n2C | -3 | -29 | -8 | 0 | 2 | -4 | 0.1 | -6 | -18 | 19
Cc1cc(N2CCN(C)CC2)nc2ccc(NC(=S)NCc3cccs3)cc12 | 15 | -20 | -3 | 0 | 2 | -4 | 2.6 | -78 | 43 | 7
COc1ccc(COCC(O)CN(Cc2ccccc2)C(C)C)cc1OC (stereo unspecified) | -6 | 9 | -13 | -1 | 9 | -1 | 0.3 | -5 | -5 | 33
COC(=O)C1=C(C)N(C2CCCCC2)C(=O)/C1=C\c1cccs1 | 1 | -20 | 7 | -2 | -4 | 0 | -0.1 | 25 | -6 | 17
Cc1ccc(Oc2ccc(-c3nc(N)nc(N)n3)cc2)cc1C | nt | -20 | 2 | -3 | -4 | 6 | -0.1 | 6 | nt | -49
O=C(COC(=O)C1CCC1)Nc1cccc(S(=O)(=O)N2CCOCC2)c1 | -4 | nt | 0 | nt | 2 | nt | -0.3 | 9 | 5 | 7
CCCCN(Cc1ccccc1)S(=O)(=O)c1cc(Br)cc2c1N(C(C)=O)C(C)C2 (stereo unspecified) | 6 | -14 | -1 | -1 | -7 | -3 | -0.2 | 39 | 9 | 13
CCOC(=O)c1sc(NC(=O)C(OC(C)=O)c2ccccc2)nc1C (stereo unspecified) | -40 | -10 | -1 | 4 | -12 | 2 | 0.2 | -47 | -47 | 18

SMILES | HSF1 inhib | KLF5 inhibitor | SKKanGAS inh | HSP90 inh | Platelet DG rel | IEC-6 cytotox | HIF act | aSyn UTR inh | HSF1 activator | AI-2 QS modul
CCN(CC)CCCC(C)NC(=O)c1c(NC(=O)c2ccccc2)sc2c1CCCC2 (stereo unspecified) | -2 | -7 | 2 | -4 | 2 | 1 | -0.3 | -79 | 0 | 9
NS(=O)(=O)c1cccc(NC(=O)COC(=O)Cc2ccc(S(=O)(=O)N3CCCCC3)s2)c1 | -1 | -20 | 15 | 5 | 1 | 0 | -0.4 | 27 | -13 | 19
Fc1ccccc1NC(=S)NCCc1cccc(Cl)c1 | nt | -143 | nt | -3 | nt | 2 | nt | nt | nt | -11
CS(=O)(=O)NCCCCCCNS(C)(=O)=O | 0 | 8 | 0 | 0 | -4 | -2 | -0.8 | 6 | -1 | 25
COc1ccc(NC(=O)Nc2cc(NC(=O)Nc3ccc(OC)cc3)c(C)nc2C)cc1 | -22 | 16 | 4 | -2 | -4 | -3 | 1.1 | 8 | -16 | 26
Cc1cccc2cc(C(c3nnnn3C(C)(C)C)N3CCN(C(=O)c4ccco4)CC3)c(=O)[nH]c12 (stereo unspecified) | -6 | 0 | -4 | 2 | -9 | 5 | -0.2 | -28 | 15 | 16
C=CC#CC[N+]1(CC#Cc2ccccc2)CCOCC1 | -3 | 15 | -12 | 2 | -5 | -6 | 0.0 | 9 | -11 | -4
Cc1[nH]c2ccccc2c1/C=N/NC(=O)c1cccs1 | 2 | -42 | -10 | -6 | -2 | 9 | 2.2 | -51 | -5 | 25
CCN(CC)S(=O)(=O)c1ccc(NC(=O)COC(=O)c2c[nH]c(=O)[nH]c2=O)cc1 | -7 | 2 | 2 | -1 | -3 | -4 | -0.2 | 19 | -2 | 26
COc1ccc(CCn2c(=N)c(C(=O)NC3CCCC3)cc3c(=O)n4ccccc4nc32)cc1 | 0 | -4 | -7 | -3 | -5 | 2 | -0.3 | 14 | -10 | 25
O=C(O)CCC(=O)Nc1ccc(N2CCOCC2)cc1 | -25 | -12 | 0 | 6 | -3 | 2 | -0.3 | 6 | -37 | 10
CC(C)c1ccc(C2c3[nH]c4ccccc4c3C[C@H]3C(=O)N(c4ccccc4C(=O)N4CCC[C@H]4C(=O)O)C(=O)N23)cc1 (stereo partly specified) | 0 | -7 | 17 | 0 | 2 | -2 | 0.0 | 8 | -6 | 15
CCOc1ccc(NC(=O)CN(C)C(=O)CN2C(=O)NC3(CCCC3)C2=O)cc1OCC | -7 | nt | -1 | nt | 15 | nt | -0.4 | 11 | 5 | 21
O=C(Nc1ccc2c(c1)OCCO2)c1cccs1 | 9 | -105 | 7 | -3 | 17 | 5 | 0.7 | -76 | 29 | 23
CCN(CCO)c1cc(Cl)nc(SC)n1 | -10 | 5 | -5 | -1 | 7 | -2 | 0.4 | -20 | -17 | 16
Cc1ccc2[nH]c(=O)c(-c3noc(CC(C)C)n3)cc2c1 | 10 | -9 | 6 | -3 | 9 | 0 | 0.2 | -8 | 18 | 16
Cc1ccc(NC(=O)c2ccc(N/N=C/c3cccc(O)c3)c([N+](=O)[O-])c2)cc1 | -10 | -28 | 18 | 1 | -35 | -4 | -1.6 | ? | -23 | 12
CCNC(=O)COc1ccc(/C=N/NC(=O)c2cccnc2)cc1OC | 10 | -48 | 4 | 0 | 0 | 8 | 0.8 | -26 | 8 | 20
COc1cccc(/C=C/C(=O)OCC(=O)Nc2cc(C(F)(F)F)ccc2Cl)c1 | 6 | -120 | -6 | -2 | -2 | 5 | -0.3 | 4 | 5 | 0
O=C(Nc1ccc2c(c1)oc1ccccc12)c1ccc(Br)o1 | 2 | -76 | -7 | -5 | 30 | 2 | 3.8 | -210 | 19 | -3
Cc1nc2c(N=Nc3ccccc3F)c(N)nn2c(N)c1C#N | -1 | 0 | -6 | 0 | -4 | 5 | 0.2 | -24 | 7 | -3
CCn1c(-c2ccccc2)c(C(=O)CCl)c2ccccc21 | 60 | -21 | -5 | -2 | -4 | 2 | -6.8 | 14 | 98* | 24
COc1cccc(CNc2ccc3[nH]c(=O)[nH]c3c2)c1OCc1ccc(F)cc1 | 8 | -23 | -2 | -7 | 8 | 1 | 0.0 | 14 | 0 | 15
COC(=O)[C@H](c1ccccc1Cl)N1CCc2sccc2C1 | 2 | -14 | -1 | 0 | 0 | -1 | -0.2 | 14 | 5 | 18
CC1Cc2ccccc2N1C(=O)CSc1nnc(Cc2ccccc2)n1CCc1ccccc1 (stereo unspecified) | 4 | -22 | 13 | 0 | -4 | -2 | -0.6 | 41 | -4 | -1
CN(Cc1cccnc1)C(=O)CNC(=O)COc1ccccc1 | -7 | 12 | -10 | 0 | -1 | -1 | -36 | -5 | 1 | nt
O=C(NCc1ccncc1)C1COc2ccccc2O1 (stereo unspecified) | -2 | -15 | 3 | -1 | -1 | -4 | 0.1 | -17 | -3 | -5
CCCC(=O)Nc1ccc(-c2csc(-c3cccnc3)n2)cc1 | 10 | -16 | -4 | -2 | -3 | 6 | -14 | -114 | 11 | 14

With a hit mark in HSF1 activator, of those listed so far:
| SMILES | HSF1 inhib | KLF5 inhibitor | HSP90 inh | Platelet DG rel | aSyn UTR inh | HSF1 activator | AI-2 QS modul |
| --- | --- | --- | --- | --- | --- | --- | --- |
| CCOC(=O)c1c(-c2ccc(C)o2)csc1NC(=S)NC(=O)N(C)C | 42 | 13 | 2 | -6 | -35 | 56* | -9 |
| CCn1c(-c2ccccc2)c(C(=O)CCl)c2ccccc21 | 60 | -21 | -2 | -4 | 14 | 98* | 24 |

Grouped by structure: those above containing a CF3 group (three)
SMILES | HSF1 inhib | KLF5 inhibitor | SKKanGAS inh | HSP90 inh | Platelet DG rel | IEC-6 cytotox | HIF act | aSyn UTR inh | HSF1 activator | AI-2 QS modul
CCC(C)[C@H]1CNC(=S)N1CCc1cc(C(F)(F)F)cc(C(F)(F)F)c1 (stereo partly specified) | -1 | -20 | 21 | 10 | -1 | 7 | 0.0 | 19 | 2 | 12
O=C(NNc1ncc(C(F)(F)F)cc1Cl)c1ccc(Cl)c(Cl)c1 | 4 | -22 | 15 | 0 | -12 | 4 | -0.4 | -2 | 1 | 13
COc1cccc(/C=C/C(=O)OCC(=O)Nc2cc(C(F)(F)F)ccc2Cl)c1 | 6 | -120 | -6 | -2 | -2 | 5 | -0.3 | 4 | 5 | 0
